From PubChem BioAssay
TCR-CD3 inh: human TCR-CD3 binding inhibition | AID 651800 | inhibition, % at 9.4 µM | 360,000 compounds, 0.37% hits | TAMRA-labeled TCR probe fluorescence, biochemical; in the data active means inhibition above about 19%;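 further: recombinant mutant TCR 2C K166C tagged with TAMRA read by polarization; 0% = receptor in buffer alone and 100% = receptor with positive control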
DDE Tn7 FP inh: inhibitors of Tn7 peptide binding to human fibrin DD(E); P02675; FP displacement of FITC-Tn7 peptide from fibrin DD(E); 0% = median of compound wells per plate; inhibition, % at 8.3 µM; 370,000 compounds, 0.13% hits; AID 720508;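 active means inhibition above the mean of compounds falling within the control limits plus 3 SD of them, cut at about 14% in these data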;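 further: 0% = plate median of compound wells and 100% = 10 µM Aha-Tn7 peptide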
Target sequence (P02675 whole entry, looked up): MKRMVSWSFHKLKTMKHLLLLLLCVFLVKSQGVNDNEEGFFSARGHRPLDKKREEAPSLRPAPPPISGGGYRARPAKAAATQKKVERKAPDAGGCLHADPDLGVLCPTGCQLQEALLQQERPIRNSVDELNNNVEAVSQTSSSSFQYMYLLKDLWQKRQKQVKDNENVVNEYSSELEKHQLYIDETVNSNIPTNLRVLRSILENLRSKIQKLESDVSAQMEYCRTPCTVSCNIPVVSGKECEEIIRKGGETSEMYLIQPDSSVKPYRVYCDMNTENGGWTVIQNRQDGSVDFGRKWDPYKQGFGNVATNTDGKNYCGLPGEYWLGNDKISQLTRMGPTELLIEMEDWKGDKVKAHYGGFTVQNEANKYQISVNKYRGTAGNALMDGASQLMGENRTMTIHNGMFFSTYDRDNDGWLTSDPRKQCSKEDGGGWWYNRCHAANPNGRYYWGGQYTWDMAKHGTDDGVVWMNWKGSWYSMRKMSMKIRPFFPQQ
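Test system: human clot-derived fibrin DD(E) complex / Quantity: 2 µM final DD(E) protein / Incubation: 10 min plus 3 h, room temperature / Measured by: fluorescence polarization / Benchmarks: high control of 10 µM Aha-Tn7 peptide / Replicates: singlicate testing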
LEDGF integ inh: blocks HIV-1 LEDGF/p75-dependent DNA integration. 370,000 compounds, 0.64% hits. AID 743269. inhibition, % at 3.7 µM. TR-FRET IN-LEDGF/p75 DNA integration, Eu/Cy5;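 active means inhibition above the screen-wide mean plus 3 SD, cut at about 13% in these data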;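 further: signal is the Cy5 over europium emission ratio at 671 and 618 nm; 0% = plate median of compound wells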
HTRA1 inhibitor: HTRA1 (human) protease inhibition | Q92743 | recombinant HTRA1, FP-rhodamine activity-based probe, fluorescence polarization | inhibition, % at 5.96 µM | 340,000 compounds, 0.5% hits; in the data active means inhibition above about 36%;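 further: 0% = enzyme with DMSO and 100% = wells lacking enzyme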
PRMT1 inh: inhibitors of human PRMT1. recombinant PRMT1, activity-based probe fluorescence polarization. 370,000 compounds, 1.3% hits. inhibition, % at 2.79 µM. AID 652257;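 active means inhibition above about 21% made by adding two undisclosed values, limit read from the data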
SIAE primary: inhibitors of human sialic acid acetylesterase SIAE; inhibition, % at 9.66 µM; 370,000 compounds, 0.69% hits; SIAE FP-Rh probe binding, fluorescence polarization; Q9HAT2;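 active means inhibition above a cutoff: mean of compounds within the control limits plus 3 SD of those, cut at about 17% in these data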;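 further: 0% = plate median of compound wells and 100% = probe without SIAE protein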
mABHD4 FP: ABHD4 (mouse) inhibition, primary FP screen | Q8VD66 | purified mABHD4, FP-Rh probe fluorescence polarization | inhibition, % at 8.92 µM | 370,000 compounds, 0.54% hits | AID 720543;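 active means inhibition exceeding the mean over every tested compound plus 3 SD, cut at about 30% in these data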;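 further: 0% = plate median of compound wells and 100% = S159A mutant with DMSO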
Target sequence (Q8VD66 whole entry, looked up): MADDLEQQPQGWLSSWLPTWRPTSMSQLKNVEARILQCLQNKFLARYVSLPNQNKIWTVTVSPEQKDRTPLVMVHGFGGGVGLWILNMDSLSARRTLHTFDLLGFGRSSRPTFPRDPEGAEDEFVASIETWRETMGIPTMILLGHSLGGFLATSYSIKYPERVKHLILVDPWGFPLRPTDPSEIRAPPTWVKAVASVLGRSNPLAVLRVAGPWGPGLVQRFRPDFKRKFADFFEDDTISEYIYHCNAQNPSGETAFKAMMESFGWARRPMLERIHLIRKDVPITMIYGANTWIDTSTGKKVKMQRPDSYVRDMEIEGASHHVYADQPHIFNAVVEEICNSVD
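Test system: mABHD4 protein | Buffer or medium: HEPES pH 7.0 buffer, 150 mM NaCl, 0.01% Pluronic F-127 | Probe or stimulus: FP-Rh fluorescent activity-based probe, added after compound pre-incubation | Timing: Pre-incubation 45 min, probe exposure 60 min, at 25 °C | Technique: Fluorescence polarization, excitation 525 nm, emission 598 nm, BODIPY TMR filters | Repeats: Single well per compound (singlicate)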
PG9 binder: binds the HIV-1 gp120 antibody PG9; TR-FRET gp120-PG9 antibody binding; inhibition, % at 6.7 µM; 360,000 compounds, 0.43% hits; in the data active means inhibition above about 8.5%
TDP2 inh: TDP2 (human) inhibition, absorbance primary screen. recombinant TDP2, T5PNP hydrolysis, p-nitrophenol absorbance 415 nm. O95551. 370,000 compounds, 0.34% hits. inhibition, % at 12.8 µM;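 active means inhibition above the mean of all tested compounds plus 3 SD, set per campaign, cut at about 25% in these data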;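 further: 0% = DMSO with enzyme and 100% = buffer with substrate but no TDP2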
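Material: recombinant human TDP2; quantity: TDP2 enzyme at 120 nM final; medium: Tris-HCl pH 7.5 with MgCl2; compound: single concentration, 12.8 µM nominal, with 1% DMSO; incubation: 2 h enzyme incubation at 37 °C; signal: epi absorbance; measure: percent inhibition; benchmarks: high control without enzyme, low control DMSO plus TDP2; repeats: singlicate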
UHRF1 binding: human UHRF1 methylated DNA binding inhibitors; UHRF1 binding to methylated oligo, TR-FRET; inhibition, % at 4.4 µM; 370,000 compounds, 0.75% hits; AID 687016; in the data active means inhibition above about 21%;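 further: UHRF1 SRA domain binding a hemimethylated CpG hairpin DNA probe; 0% = median of test compound wells and 100% = reference inhibitor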
* marks the source's active call; other numbers are inactive results; / = no result given.

no.	TCR-CD3 inh	DDE Tn7 FP inh	LEDGF integ inh	HTRA1 inhibitor	PRMT1 inh	SIAE primary	mABHD4 FP	PG9 binder	TDP2 inh	UHRF1 binding	Molecule
1	8	0	0	1	1	5	-2	-1.6	-9	-3	NC(=O)C1CCN(C(=O)CSCc2ccccc2Cl)CC1
2	5	0	-4	-39	-3	3	-3	-1.2	2	-1	Cc1ccc(C(=O)C=CC=Cc2ccccc2)cc1
3	0	4	0	-33	-2	0	-23	1.6	6	-2	CC(NC(=S)Nc1ccc(OC(F)F)c(Cl)c1)C(C)(C)C (configuration not stated)
4	4	10	0	-4	1	0	-8	1.4	2	0	COC(=O)CNc1nc(C2CC2)nc2c1nnn2Cc1ccccc1Cl
5	-4	8	1	-35	0	-5	12	2.8	-6	-2	CCOc1ccccc1C(=O)N[C@H](C(=O)Nc1nc2c(s1)CCCC2)C(C)C
6	-4	1	-2	6	4	0	7	2.0	-1	1	CCOC(=O)c1oc2cccc(O)c2c1CN1CCOCC1
7	2	-4	-1	-2	3	-2	0	-1.1	-2	4	CC1(c2ccccc2)NC(=O)N(CC(=O)Nc2cc(S(=O)(=O)N3CCOCC3)ccc2Cl)C1=O (configuration not stated)
8	2	-1	-1	5	-2	13	7	-2.1	2	-1	Cc1ccc(Nc2c(-c3ccc(N(C)C)cc3)nc3ncccn23)cc1

Further entries follow:
no.	TCR-CD3 inh	DDE Tn7 FP inh	LEDGF integ inh	HTRA1 inhibitor	PRMT1 inh	SIAE primary	mABHD4 FP	PG9 binder	TDP2 inh	UHRF1 binding	Molecule
9	5	8	0	0	-2	-7	1	-0.9	20	1	O=C(NCCCN1CCOCC1)C1CCN(S(=O)(=O)c2ccccc2)CC1
10	-27	4	2	/	16	-6	0	-4.8	-7	-1	CN1CCN(NC(=O)CN2C(=O)/C(=C/c3ccccc3F)SC2=S)CC1
11	-1	2	1	3	0	1	1	-0.7	-4	-3	CCC1(CC)NC(=O)N(CC(=O)OCC(=O)Nc2ccccc2[N+](=O)[O-])C1=O
12	6	2	-2	-4	-1	9	5	-1.1	0	-1	O=C(COC(=O)c1ccccc1OCC(=O)Nc1ccc(Br)cc1)Nc1ccccc1
13	9	0	0	-4	1	10	-4	-2.5	9	-1	COc1ccc2[nH]cc(CCNS(=O)(=O)Cc3ccccc3)c2c1
14	-6	9	-2	1	5	-4	-2	-0.5	1	3	Cc1ccc(S(=O)(=O)CCc2nnc(NC(=O)C3CCCCC3)s2)cc1
15	0	5	0	1	1	-3	-9	-1.1	-11	-1	C=Cc1ccc(C(=O)NC2CCCN(Cc3ccccc3F)C2)cc1 (configuration not stated)
16	4	2	-1	5	-2	5	-5	-0.9	-3	0	CCOC(=O)N1CCC(N(CCN(C)C)C(=S)Nc2cc(C)ccc2C)CC1

Later entries
no.	TCR-CD3 inh	DDE Tn7 FP inh	LEDGF integ inh	HTRA1 inhibitor	PRMT1 inh	SIAE primary	mABHD4 FP	PG9 binder	TDP2 inh	UHRF1 binding	Molecule
17	4	-6	2	2	0	-10	-7	0.9	10	-3	Cc1cc(=O)oc2cc(NC(=O)c3c(Cl)cnn3C)ccc12
18	5	0	0	1	-2	1	-5	-1.5	-3	-4	Cc1sc2nc(SCC(=O)N(C)C)[nH]c(=O)c2c1C
19	0	8	2	/	-4	9	-3	1.3	9	1	Cc1c(C(=O)NCc2ccc3c(c2)OCO3)sc(=O)n1Cc1ccc(S(=O)(=O)N(C)C)cc1
20	6	1	2	1	9	-2	3	0.5	1	1	CCN(CC)CCNC(=O)c1ccc(NC(=O)Cc2ccccc2F)cc1
21	0	-3	4	6	-4	-1	-1	1.0	4	-3	O=C(c1ccc(Cl)c(S(=O)(=O)N2CCOCC2)c1)N1CCCCCC1
22	8	-10	3	8	0	-5	2	-1.8	1	-2	COc1ccccc1-c1nnc(NC(=O)c2ccc(S(=O)(=O)N3CCOCC3)cc2)o1
23	-2	-6	1	0	-1	-3	3	1.8	4	10	C#CCO[C@@H]1C[C@H](n2cnc3c(NC(=O)c4ccccc4)ncnc32)O[C@@H]1CO
24	6	-1	2	5	-1	1	0	-0.9	-1	-1	CC(NC(=O)C1CCC(C(=O)NC(C)c2ccccc2)CC1)c1ccccc1 (configuration not stated)

(cont.)
no.	TCR-CD3 inh	DDE Tn7 FP inh	LEDGF integ inh	HTRA1 inhibitor	PRMT1 inh	SIAE primary	mABHD4 FP	PG9 binder	TDP2 inh	UHRF1 binding	Molecule
25	-2	6	2	-1	3	4	4	0.5	9	-1	CC(C)OC(=O)CC(=O)CSc1nc2c(cc1C#N)CCCCCC2
26	-2	-2	7	/	-6	1	7	0.7	0	0	Cc1cccc(C)c1NC(=O)c1ccc2sc([C@@H]3O[C@H](CO)[C@H](O)[C@H](O)[C@H]3O)nc2c1
27	1	-1	-5	-3	0	-8	0	0.2	-6	6	O=C(CCCC(=O)N(c1ccc2c(c1)OCCO2)C(C(=O)NC1CCCCC1)c1ccc(F)cc1)Nc1ccccn1 (configuration not stated)
28	1	-2	1	-3	0	-2	-7	1.3	-1	0	CC(C)(C)n1nnnc1C(c1cccs1)N(Cc1cccnc1)CC1CCCO1 (configuration not stated)
29	-7	-2	-5	2	3	1	-3	-0.2	-23	4	c1ccc(-c2cc(-c3ccccc3)on2)cc1
30	7	-6	2	/	-7	-2	-2	-0.1	-3	1	OC[C@@H]1CN(Cc2ccc3c(c2)OCO3)C[C@H](n2cnc3c(NC4CC4)ncnc32)O1
31	-3	0	-2	0	6	5	11	2.2	8	-1	O=C(NCC1CCCO1)c1ccc2c(c1)N(Cc1ccc(F)cc1)CCS2 (configuration not stated)
32	2	-5	2	-5	-1	-4	-4	-0.7	-8	-1	CN(Cc1ccccc1)S(=O)(=O)c1nnc(NC(=O)c2ccccc2)s1

Further compounds follow.
no.	TCR-CD3 inh	DDE Tn7 FP inh	LEDGF integ inh	HTRA1 inhibitor	PRMT1 inh	SIAE primary	mABHD4 FP	PG9 binder	TDP2 inh	UHRF1 binding	Molecule
33	-6	1	-4	10	-2	3	3	0.1	2	7	O=C(COC(=O)c1ccccc1Br)NCC1CCCO1 (configuration not stated)
34	-6	-2	-3	-1	2	3	3	0.2	4	1	CCOc1ccccc1NC(=O)C1Cc2ccccc2CN1S(C)(=O)=O (configuration not stated)
35	4	-5	3	-38	-3	1	-14	-0.1	4	1	CSc1cccc(NC(=O)c2nnn(Cc3ccccc3)c2N)c1
36	-4	-6	31*	-14	-2	-11	27	1.5	0	4	COc1cc2c3nnc(-c4ccc(F)cc4)c-3cn(Cc3ccccc3)c2cc1OC
37	0	5	0	-2	1	-6	-5	-0.4	4	-3	CC1=C(c2ccccc2)SC2=NCCN21
38	0	0	-1	11	-1	4	9	0.7	-7	-1	CN(C)CCCN(C(=O)c1ccc(Cl)s1)c1nc2cc3c(cc2s1)OCO3
39	-9	3	1	-3	0	10	0	-0.1	6	0	Cn1c(=O)c2c(nc(CN3CCN(CCO)CC3)n2Cc2cccc3ccccc23)n(C)c1=O
40	6	-1	0	2	-6	-4	-1	-0.5	4	0	O=C(NCCCc1ccccc1)c1ccc(CS(=O)Cc2ccc(Cl)cc2)o1 (configuration not stated)

Carrying on:
no.	TCR-CD3 inh	DDE Tn7 FP inh	LEDGF integ inh	HTRA1 inhibitor	PRMT1 inh	SIAE primary	mABHD4 FP	PG9 binder	TDP2 inh	UHRF1 binding	Molecule
41	8	3	-6	-5	-3	-3	0	0.3	5	0	O=C1c2ccccc2C(=O)N1CCCCc1cn(C[C@H]2CC[C@H](Cn3cc(CCCCN4C(=O)c5ccccc5C4=O)nn3)O2)nn1
42	-1	5	-1	-10	2	-2	0	-0.1	5	7	COc1ccc(OCC(=O)NNC(=O)Cc2coc3cc(OC)ccc23)cc1
43	-6	2	-4	-1	3	3	-6	-0.6	3	-1	COc1ccccc1-c1nn(Cc2ccccc2)cc1C(=O)N1CCN(c2ncccn2)CC1
44	6	-3	-1	0	-3	-5	3	-0.5	6	16	Cc1nc(N2CCC(C(N)=O)CC2)c2nnn(Cc3ccccc3)c2n1
45	-6	-1	2	6	-1	2	3	-0.6	14	1	COc1ccccc1N1CCN(c2cc(=O)n(-c3ccccc3Cl)c(=O)[nH]2)CC1
46	0	-1	2	2	3	2	-6	6.3	1	-6	C=CCOc1ccc(C2C(C(=O)c3ccco3)=C(O)C(=O)N2Cc2cccnc2)cc1 (configuration not stated)
47	5	2	-2	-5	-4	-3	5	-1.1	-6	-3	Cc1ccc(OC(C)C(=O)N/N=C/c2ccccn2)cc1 (configuration not stated)
48	-2	-3	20*	-1	-3	5	0	2.2	7	-3	Cc1ccc(OCC(=O)Nc2ccc(F)cc2)cc1C

(list continues)
no.	TCR-CD3 inh	DDE Tn7 FP inh	LEDGF integ inh	HTRA1 inhibitor	PRMT1 inh	SIAE primary	mABHD4 FP	PG9 binder	TDP2 inh	UHRF1 binding	Molecule
49	-1	-5	-1	-59	0	-76	-45	2.4	-19	7	Cc1ccc(NC(=O)COC(=O)/C(=C/c2cccs2)c2cccs2)cc1S(=O)(=O)N(C)C
50	10	9	2	-8	-1	-3	1	-0.7	4	1	Cc1ccc(S(=O)(=O)N2CCCCC2)cc1NC(=O)Nc1ccc(Cl)cc1Cl
51	-4	-1	3	3	-4	10	-1	0.5	10	0	COc1ccc(-c2nnc3ccc(SCC(=O)N4CCCC4)nn23)cc1
52	5	0	-1	0	-5	4	-4	-2.2	13	-3	O=C(Nc1cccnc1Cl)c1ccc(Cl)cc1
53	-9	-6	-3	-1	6	4	8	-0.8	7	1	O=[N+]([O-])c1cc(S(=O)(=O)N2CCCCC2)ccc1NCCN1CCOCC1
54	-3	-3	2	-2	-2	-1	-3	-1.4	-1	2	Cc1onc(-c2ccccc2Cl)c1-c1nc(-c2ccccn2)no1

Four entries from above, set out differently.
(51) COc1ccc(-c2nnc3ccc(SCC(=O)N4CCCC4)nn23)cc1
(50) Cc1ccc(S(=O)(=O)N2CCCCC2)cc1NC(=O)Nc1ccc(Cl)cc1Cl
(54) Cc1onc(-c2ccccc2Cl)c1-c1nc(-c2ccccn2)no1
(52) O=C(Nc1cccnc1Cl)c1ccc(Cl)cc1

| entry no. | 51 | 50 | 54 | 52 |
| --- | --- | --- | --- | --- |
| TCR-CD3 inh | -4 | 10 | -3 | 5 |
| DDE Tn7 FP inh | -1 | 9 | -3 | 0 |
| LEDGF integ inh | 3 | 2 | 2 | -1 |
| HTRA1 inhibitor | 3 | -8 | -2 | 0 |
| PRMT1 inh | -4 | -1 | -2 | -5 |
| SIAE primary | 10 | -3 | -1 | 4 |
| mABHD4 FP | -1 | 1 | -3 | -4 |
| PG9 binder | 0.5 | -0.7 | -1.4 | -2.2 |
| TDP2 inh | 10 | 4 | -1 | 13 |
| UHRF1 binding | 0 | 1 | 2 | -3 |
